High-throughput results as filed in PubChem.
Pin1 inh – inhibitors of human Pin1; 390,000 tested, 0.009% active; Pin1 FP peptide displacement, HiFluor488, 10 min; Q13526; Potency, µM (series often up to 115 µM), for the others: top-dose activity, negative = inhibition, actives largely listed as inhibitors; active = well fitted inhibition curve with a large enough effect in the polarisation, with a control signal flat, not every such curve was filed as active; inconclusive = small, poorly fitted or top-dose-only effect, or effect the other way, or a change in a side signal; inactive = no such curve, though single readings can be large or run the other way; the % refers to the polarisation; note: % is set by controls: 0 for no effect and ±100 for the full control effect
Target sequence (Q13526 whole entry, looked up): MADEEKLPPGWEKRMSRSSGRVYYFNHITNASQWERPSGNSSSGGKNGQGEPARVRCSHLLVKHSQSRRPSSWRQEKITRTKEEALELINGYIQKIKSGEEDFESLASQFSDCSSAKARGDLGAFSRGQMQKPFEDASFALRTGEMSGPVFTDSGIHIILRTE
GLS inhibitor – blocks human kidney-isoform glutaminase activity; O94925; GLS enzymatic activity, qHTS titration; Potency, µM (series often up to 45.5 µM), for the others: at the top dose activity change, negative = inhibition, usual class: inhibitors; 410,000 tested, 0.21% active; note: % is set by controls: 0 for no effect and ±100 for the full control effect
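hKGA; 45 mM KH2PO4 pH 8.2 + 0.02% Tween-20; cpd via pin tool; 1 mM Gln soln; GluOx/HRP/Amplex Red; RT 30 min; fluor. t0 & final.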
ALOX12 inh – ALOX12 (human) lipoxygenase inhibition; purified 12hLO, xylenol orange hydroperoxide absorbance; Potency, µM (series often up to 108 µM), for the others: top-dose activity change, negative = inhibition, most hits filed as inhibitors; 580,000 tested, 1.1% active; AID 1671190; note: % is set by controls: 0 for no effect and ±100 for the full control effect
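Hydroperoxide product was detected by ferrous iron/xylenol orange as the 573 to 405 nm absorbance ratio. Arachidonic acid at 40 uM (final) was turned over for 30 min at room temperature by 150 nM human 12hLO, pH 7.0 Hepes buffer, after 15 min compound preincubation.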
HP1b binding inh – HP1-beta chromodomain-methylated histone interaction inhibition; P83916; AlphaScreen HP1-beta / biotin-H3K9me3 peptide binding; Potency, µM (series often up to 114 µM), for inactives: at the highest dose activity change, negative = inhibition, hits mostly inhibitors; 390,000 tested, 0.56% active; AID 540317; note: nearly all actives have a fitted effect of over 70% in size; inactives centre near 23
Target sequence (P83916 whole entry, looked up): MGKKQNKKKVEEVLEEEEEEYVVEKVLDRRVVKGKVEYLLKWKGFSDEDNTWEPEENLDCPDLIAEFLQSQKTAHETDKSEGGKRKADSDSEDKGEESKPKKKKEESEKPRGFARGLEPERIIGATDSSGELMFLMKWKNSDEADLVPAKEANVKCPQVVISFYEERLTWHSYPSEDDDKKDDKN
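AlphaScreen: HP1-beta (50 nM) preformed 30 min with biotin-H3(1-18)K9me3 peptide (50 nM) in PBS pH 7.4, 0.01% Tween-20. Compound added for 30 min at RT, then streptavidin donor/nickel chelate acceptor beads (10 ug/mL) for 30 min.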
ERG-DNA inh – ERG Ets/DNA interaction inhibition; P11308; fluorescence polarization, His-ERG Ets domain / labelled DNA; Potency, µM (doses to about 76.9 µM), for the others: at the top dose FP activity, negative = inhibition, most hits filed as inhibitors; 370,000 tested, 0.028% active; AID 624246; active = well fitted inhibition curve with a large enough effect in the polarisation, with a control signal flat; inconclusive = small, poorly fitted or top-dose-only effect, or effect the other way, or a change in a side signal; inactive = no such curve, though single readings can be large or run the other way; the % refers to the polarisation;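 note: polarization taken with two DNA probes labelled with fluorescein and Texas red; % of control where 0% means no effect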
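His-tagged ERG Ets domain (1 uM in the protein solution; 300mM KCl, 50mM Tris-HCl, 1mM EDTA, 1mM DTT, pH 7.5) received compound, then a probe mix of 5 nM fluorescein-DNA and 100nM Texas-615-DNA. Fluorescence polarization was read for both dyes.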
Tb PGK inh – T. brucei PGK inhibition. P07378. PGK/GAPDH coupled, Kinase-Glo luminescence, 60 min. Potency, µM (titrated, usually from 57.5 µM), for inactives: top-dose activity change, negative = inhibition, hits mostly inhibitors. 380,000 tested, 0.043% active. AID 602233; note: % is set by controls: 0 for no effect and ±100 for the full control effect; nearly all actives have a fitted effect of over 60% in size
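Recombinant glycosomal PGK reaction used 1,3-bisphosphoglycerate generated in-well by GAPDH (100nM final) in 100mM TEA pH 7.6, 5mM MgCl2, 0.01% Tween-20. After 60 minutes at room temperature, ATP was read by Kinase-Glo Plus luminescence end-point.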
TrxR1 inh – inhibitors of rat thioredoxin reductase 1 | Potency, µM (highest dose often 114 µM), without a hit: at the top dose activity change, negative = inhibition, actives largely listed as inhibitors | O89049 | recombinant rTrxR1, NADPH fluorescence consumption, selenite substrate | AID 588453 | 390,000 tested, 1% active; note: % is set by controls: 0 for no effect and ±100 for the full control effect; nearly all actives have a fitted effect of over 65% in size
Target sequence (O89049 whole entry, looked up): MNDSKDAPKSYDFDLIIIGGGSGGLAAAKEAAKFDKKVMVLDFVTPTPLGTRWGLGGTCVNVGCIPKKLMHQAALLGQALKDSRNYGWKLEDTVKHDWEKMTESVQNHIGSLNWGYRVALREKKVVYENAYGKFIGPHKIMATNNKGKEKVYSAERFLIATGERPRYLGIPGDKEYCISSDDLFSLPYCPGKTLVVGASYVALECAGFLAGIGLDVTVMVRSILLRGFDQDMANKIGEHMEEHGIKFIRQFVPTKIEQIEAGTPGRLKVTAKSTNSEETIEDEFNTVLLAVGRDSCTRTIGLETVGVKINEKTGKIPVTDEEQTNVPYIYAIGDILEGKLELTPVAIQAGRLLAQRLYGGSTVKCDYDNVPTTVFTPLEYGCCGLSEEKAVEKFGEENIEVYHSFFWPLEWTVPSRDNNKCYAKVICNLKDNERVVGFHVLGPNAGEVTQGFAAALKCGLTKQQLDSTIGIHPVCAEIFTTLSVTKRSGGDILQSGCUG
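Rat TrxR1 (90 nM in the dispensed reagent) was pre-reduced with 400 uM NADPH for 5 min at room temperature, then incubated with compound for 15 min. After 400 uM selenite was added, NADPH fluorescence (Ex 340/Em 450 nm) was followed for 8 min.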
JMJD2A Tudor – JMJD2A Tudor domain (human) inhibition | 390,000 tested, 4.4% active | AlphaScreen JMJD2A-Tudor / H3K4me3 peptide binding | Potency, µM (doses to about 114 µM), inactives show top-dose activity change, negative = inhibition, usual class: inhibitors; note: % is set by controls: 0 for no effect and ±100 for the full control effect; nearly all actives have a fitted effect of over 50% in size
RGS4 inh – inhibitors of human regulator of G protein signaling 4 | P49798 | Transcreener GDP fluorescence polarization, RGS4-accelerated GTP hydrolysis | Potency, µM (doses to about 114 µM), for the others: top-dose activity change, negative = inhibition, hits mostly inhibitors | 390,000 tested, 0.039% active | AID 504845; note: % is set by controls: 0 for no effect and ±100 for the full control effect; nearly all actives have a fitted effect of over 75% in size; some results filed as inactive show a strong effect at the top dose
Target sequence (P49798 whole entry, looked up): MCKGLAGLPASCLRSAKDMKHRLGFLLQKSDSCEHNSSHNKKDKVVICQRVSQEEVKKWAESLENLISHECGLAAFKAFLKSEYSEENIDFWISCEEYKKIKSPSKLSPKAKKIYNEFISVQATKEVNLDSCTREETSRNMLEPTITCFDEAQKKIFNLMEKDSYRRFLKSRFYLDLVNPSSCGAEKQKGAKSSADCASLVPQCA
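MLSMR compounds (23 nl, pin-transferred) preincubated 10 min at room temperature with a 500nM (2x) first reagent, then RGS4 at 900nM (2x) plus Transcreener GDP mix added; fluorescence polarization (620/688 nm) read before and after 90 min at 30 °C.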
The depositor's hits bear a star; & = joins results of further samples; [ ] = another dose, or the depositor's remark. Unless noted, calls come from the whole dose curve; as a rule, active = well fitted curve in the direction sought with a large enough effect; inconclusive = small, poorly fitted or top-dose-only effect, or another doubt; inactive = no such curve, though single readings can be large; an effect the other way counts as inactive or inconclusive. Potency is the fitted concentration of half-maximal effect.

For Cc1ccc(CN(CCO)CCO)cc1 the results were Pin1 inh 0.9%, GLS inhibitor 3.8%, ALOX12 inh -8.3%, HP1b binding inh 38.1%, ERG-DNA inh 5.2%, Tb PGK inh -1.1%, TrxR1 inh 0.2%, JMJD2A Tudor -9.2% and RGS4 inh 11.1%.
For CCCN1C2CCCC1CC(NC(=O)C1CCCCC1)C2 (stereo unspecified) the results were Pin1 inh -1.6%, GLS inhibitor 2.0%, ALOX12 inh 0.0%, HP1b binding inh 35.9%, ERG-DNA inh 0.4%, Tb PGK inh -11.2%, TrxR1 inh 7.3%, JMJD2A Tudor -0.8%[57.1 µM] and RGS4 inh -1.6%[56.9 µM].
CC1CCN(CC2CCN(C(=O)NCc3ccccc3)CC2)CC1 was read as Pin1 inh -5.5%, GLS inhibitor 1.6%, ALOX12 inh -25.3%, HP1b binding inh inconclusive, ERG-DNA inh -7.1%, Tb PGK inh 7.8%, TrxR1 inh -7.6%[57.1 µM], JMJD2A Tudor -0.3% and RGS4 inh 19.5%.
CCCCNC(=O)CCn1c(=O)c2ccccc2n(CC(=O)N2CC(C)CC(C)C2)c1=O (stereo unspecified) was read as Pin1 inh 0.0%, GLS inhibitor 3.1%, ALOX12 inh -24.4%, HP1b binding inh 22.8%, ERG-DNA inh -2.9%, Tb PGK inh 17.9%, TrxR1 inh -3.7%, JMJD2A Tudor -7.6% and RGS4 inh -3.4%.
CC(Oc1ccccc1)C(=O)N1CCCc2ccccc21 (stereo unspecified) was read as Pin1 inh -10.1%, GLS inhibitor -0.2%, ALOX12 inh 0.0%, HP1b binding inh 11.9%, ERG-DNA inh -5.7%, Tb PGK inh -11.2%, TrxR1 inh 1.5%, JMJD2A Tudor 0.0% and RGS4 inh 34.5%.
Screening Cc1cc(OCC(=O)N2CCOCC2)cc2oc(=O)c3ccccc3c12 returned Pin1 inh -1.1%, GLS inhibitor 16.5%, ALOX12 inh 20.0%, HP1b binding inh 13.3%, ERG-DNA inh -6.4%, Tb PGK inh 7.7%, TrxR1 inh 6.2%[57.1 µM], JMJD2A Tudor -6.2% and RGS4 inh -22.6%.
`O=S(=O)(Nc1ncccn1)c1ccc(NS(=O)(=O)c2cccc(Cl)c2Cl)cc1` gave Pin1 inh -1.6%, GLS inhibitor 2.2%, ALOX12 inh 0.0%, HP1b binding inh 10.0%, ERG-DNA inh -1.3%, Tb PGK inh 3.3%, TrxR1 inh 10.1%[57.1 µM], JMJD2A Tudor 1.7% and RGS4 inh -3.6%.
For O=C(c1cc(S(=O)(=O)NCc2ccco2)ccc1Br)N1CCOCC1 the results were Pin1 inh -10.1%, GLS inhibitor 0.0%, ALOX12 inh -11.0%, HP1b binding inh 32.7%, ERG-DNA inh 3.2%, Tb PGK inh -9.1%, TrxR1 inh -7.0%, JMJD2A Tudor -8.4% and RGS4 inh -0.5%.
For CCOC(=O)c1sc2nc(C)n(CC(=O)Nc3cccc(Cl)c3)c(=O)c2c1C the results were Pin1 inh 31.8%, GLS inhibitor 9.3%, ALOX12 inh -4.4%, HP1b binding inh 9.5%, ERG-DNA inh -5.7%, Tb PGK inh -2.0%, TrxR1 inh 20.4%, JMJD2A Tudor -12.3% and RGS4 inh 20.5%.
Screening COc1ccccc1-n1c(SCC(=O)Nc2ccc3c(c2)OCO3)nc2c(c1=O)SCC2 returned Pin1 inh 2.3%, GLS inhibitor -32.5%, ALOX12 inh 0.0%, HP1b binding inh -7.6%, ERG-DNA inh -0.5%, Tb PGK inh -4.6%, TrxR1 inh -10.1%, JMJD2A Tudor -27.9% and RGS4 inh -19.0%.
Screening CCN(CC)C(=O)C1CCN(S(=O)(=O)c2cccc3nonc23)CC1 returned Pin1 inh -4.2%, GLS inhibitor -5.6%, ALOX12 inh -11.5%, HP1b binding inh 24.0%, TrxR1 inh 2.1%, JMJD2A Tudor -2.5% and RGS4 inh 23.9%.
`CC(=O)Nc1cccc(-c2csc(Nc3ccc(C)cn3)n2)c1` gave Pin1 inh -15.4%, GLS inhibitor 5.8%, ALOX12 inh inconclusive, HP1b binding inh -22.5%, ERG-DNA inh 2.9%, Tb PGK inh 0.9%, TrxR1 inh -3.9%, JMJD2A Tudor inconclusive and RGS4 inh -7.9%.
`CCOc1ccc(CC(=O)NCC(c2cccs2)S(=O)(=O)c2ccc(F)c(C)c2)cc1` (stereo unspecified) gave Pin1 inh 7.0%, GLS inhibitor 1.7%, ALOX12 inh -19.9%, HP1b binding inh 36.6%, ERG-DNA inh 0.8%, Tb PGK inh 10.6%, TrxR1 inh 6.3%[57.1 µM], JMJD2A Tudor -12.6% and RGS4 inh 3.6%.
For CCCN1Cc2cccc(C(=O)Nc3cc(Cl)ccc3C)c2C1=O the results were Pin1 inh -3.3%, GLS inhibitor 2.5%, ALOX12 inh 9.6%&-2.2%, HP1b binding inh 20.9%, ERG-DNA inh -0.6%, Tb PGK inh -11.2%, TrxR1 inh 24.3%, JMJD2A Tudor -27.9% and RGS4 inh -2.8%.
Screening CCC(=O)N1CCC2(CC1)Oc1ccc(Cl)cc1C(=O)C21CC(c2ccc(Cl)cc2)=NO1 (stereo unspecified) returned Pin1 inh 2.4%, GLS inhibitor 0.2%, ALOX12 inh -7.0%, HP1b binding inh 20.6%, ERG-DNA inh 0.7%, Tb PGK inh 0.0%, TrxR1 inh 12.0%, JMJD2A Tudor -30.9% and RGS4 inh 5.2%.
For O=C(Nc1ccc2nn(-c3ccccc3)nc2c1)c1ccc(-c2cccc(Cl)c2)o1 the results were Pin1 inh inconclusive, GLS inhibitor 0.0%, ALOX12 inh -18.2%, HP1b binding inh 84.3%[activator], ERG-DNA inh 0.4%, Tb PGK inh -8.5%, TrxR1 inh inconclusive, JMJD2A Tudor -21.9% and RGS4 inh -2.9%.
CCOC(=O)N1CCc2c(sc3c2c(=O)n(Cc2ccccc2)c(=O)n3CC(=O)Nc2ccc(C)cc2C)C1 was read as Pin1 inh -0.8%, GLS inhibitor 0.6%, ALOX12 inh -11.2%, HP1b binding inh 34.3%, ERG-DNA inh -3.0%, Tb PGK inh -8.6%, TrxR1 inh 10.6%, JMJD2A Tudor -5.3% and RGS4 inh 10.5%.
Screening O=C(COC(=O)C12CC3CC(CC(O)(C3)C1)C2)N1CCN(S(=O)(=O)c2ccc(Cl)cc2)CC1 returned Pin1 inh -8.2%, GLS inhibitor -2.7%, ALOX12 inh -7.1%, HP1b binding inh 51.6%[activator], ERG-DNA inh -9.4%, Tb PGK inh 0.0%, TrxR1 inh 8.3%, JMJD2A Tudor -4.6%[57.1 µM] and RGS4 inh -24.5%[56.9 µM].
`CCCCN(C)C(=O)C1CCC(Cn2c(=O)[nH]c3ccsc3c2=O)CC1` (stereo unspecified) gave Pin1 inh -6.0%, GLS inhibitor -12.1%, ALOX12 inh 1.9%, HP1b binding inh 43.9%[activator], ERG-DNA inh -0.6%, Tb PGK inh 0.0%, TrxR1 inh 7.9%[57.1 µM], JMJD2A Tudor -13.3% and RGS4 inh -32.5%.
For CC(C)(C)NC(=O)/C(=C/c1ccccc1F)NC(=O)c1ccc([N+](=O)[O-])cc1 the results were Pin1 inh -7.2%, GLS inhibitor 2.1%, ALOX12 inh -1.9%, HP1b binding inh 4.5%, ERG-DNA inh 12.6%, Tb PGK inh -1.3%, TrxR1 inh 3.5%[57.1 µM], JMJD2A Tudor -7.2% and RGS4 inh 25.8%.
CN(Cc1ncc[nH]1)C(=O)c1cc(COc2c(F)cccc2F)on1 was read as Pin1 inh 2.3%, GLS inhibitor 0.8%, ALOX12 inh 2.4%, HP1b binding inh 35.1%, ERG-DNA inh 6.4%, Tb PGK inh -10.6%, TrxR1 inh 7.6%, JMJD2A Tudor -6.7% and RGS4 inh 14.8%.
For CCOCC(O)CNc1ccccc1 (stereo unspecified) the results were Pin1 inh -8.6%, GLS inhibitor 3.6%, ALOX12 inh -19.9%, HP1b binding inh 24.3%, ERG-DNA inh -12.9%, Tb PGK inh -3.7%, TrxR1 inh -15.1%, JMJD2A Tudor -4.3% and RGS4 inh -14.9%.
O=C(Nc1ccccc1)OCCN1CCOCC1 was read as Pin1 inh -2.0%, GLS inhibitor 2.0%, ALOX12 inh 0.8%, HP1b binding inh 23.9%, ERG-DNA inh -4.0%, Tb PGK inh -2.5%, TrxR1 inh -10.3%, JMJD2A Tudor -13.2% and RGS4 inh 14.7%.
CN=C1SC(CC(=O)Nc2ccc(C(C)=O)cc2)C(=O)N1C (stereo unspecified) was read as Pin1 inh 0.3%, GLS inhibitor -7.0%, ALOX12 inh 0.9%, HP1b binding inh 19.9%, ERG-DNA inh -3.5%, Tb PGK inh -1.1%, TrxR1 inh 10.6%, JMJD2A Tudor -5.4% and RGS4 inh 24.2%.
O=C(CCC1CCCN(C(=O)Cn2cnnn2)C1)NCc1ccccc1F (stereo unspecified) was read as Pin1 inh 2.5%, GLS inhibitor -1.2%, ALOX12 inh -1.2%, HP1b binding inh 35.1%, ERG-DNA inh -0.7%, Tb PGK inh -10.4%, TrxR1 inh -6.5%, JMJD2A Tudor -10.6% and RGS4 inh 3.5%.
For CC1CCCC(NC(=O)COC(=O)c2cc(S(=O)(=O)N3CCOCC3)ccc2F)C1C (stereo unspecified) the results were Pin1 inh 6.2%, GLS inhibitor 4.6%, ALOX12 inh 186.5%[activator], HP1b binding inh 25.8%, ERG-DNA inh 9.3%, Tb PGK inh 3.9%, TrxR1 inh 11.9%, JMJD2A Tudor -8.4% and RGS4 inh 4.9%.

The list is partial (hit frequency here may not be typical).
